Bioassay records as filed in PubChem BioAssay.
CDK5 inh: blocks human CDK5/p35 kinase activity. Recombinant CDK5/p35, ADP-Glo luminescence, 60 min. AID 488839. 0.01% of 330,000 active. inhibition, % at 10 µM;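 active = highest replicate inhibition of at least 50% and at least 75% of replicates reaching 50%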;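 also: plate controls were DMSO neutral control for no effect and GW8510 at 10 µM for full effect; many of its hits are not listed in these tables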
Target sequence (Q00535 whole entry, looked up): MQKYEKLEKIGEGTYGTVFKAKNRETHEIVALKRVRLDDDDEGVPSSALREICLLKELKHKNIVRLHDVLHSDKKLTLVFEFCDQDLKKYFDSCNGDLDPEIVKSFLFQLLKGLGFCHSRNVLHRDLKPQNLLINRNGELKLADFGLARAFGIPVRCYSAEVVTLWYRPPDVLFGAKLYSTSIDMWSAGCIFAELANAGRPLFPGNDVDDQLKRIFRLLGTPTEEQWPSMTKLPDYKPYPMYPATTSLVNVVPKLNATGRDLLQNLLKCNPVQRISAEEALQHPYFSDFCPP
Target sequence (Q15078 whole entry, looked up): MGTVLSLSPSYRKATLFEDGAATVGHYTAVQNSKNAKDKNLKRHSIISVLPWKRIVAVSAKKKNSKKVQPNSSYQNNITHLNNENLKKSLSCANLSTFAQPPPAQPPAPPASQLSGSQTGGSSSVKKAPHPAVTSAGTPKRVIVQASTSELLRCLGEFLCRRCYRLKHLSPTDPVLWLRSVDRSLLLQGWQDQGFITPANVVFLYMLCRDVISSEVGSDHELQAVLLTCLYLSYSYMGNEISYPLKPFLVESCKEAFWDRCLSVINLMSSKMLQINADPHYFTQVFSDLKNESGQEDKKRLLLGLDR
Cardiac RTF inh: cardiac RTF calcium desensitization | inhibition, % at 7.15 µM | 0.12% of 340,000 active | P19429+P45379 | IANBD-labeled cardiac RTF, Ca2+ fluorescence | AID 493244;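 active = inhibition above the mean inhibition of all tested compounds plus 3 SD, cut at about 17% in these data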;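 also: assay run at fixed EC70 calcium of 1.6 mM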
Rtt109 HAT inh: inhibitors of Candida albicans Rtt109/Vps75 histone acetyltransferase | Q5AAJ8 | purified Rtt109/Vps75, ThioGlo CoA-SH fluorescence, 4 h | inhibition, % at 34.9 µM | 0.16% of 330,000 active;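 active = inhibition of at least 50% in every replicate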
Target sequence (Q5AAJ8 whole entry, looked up): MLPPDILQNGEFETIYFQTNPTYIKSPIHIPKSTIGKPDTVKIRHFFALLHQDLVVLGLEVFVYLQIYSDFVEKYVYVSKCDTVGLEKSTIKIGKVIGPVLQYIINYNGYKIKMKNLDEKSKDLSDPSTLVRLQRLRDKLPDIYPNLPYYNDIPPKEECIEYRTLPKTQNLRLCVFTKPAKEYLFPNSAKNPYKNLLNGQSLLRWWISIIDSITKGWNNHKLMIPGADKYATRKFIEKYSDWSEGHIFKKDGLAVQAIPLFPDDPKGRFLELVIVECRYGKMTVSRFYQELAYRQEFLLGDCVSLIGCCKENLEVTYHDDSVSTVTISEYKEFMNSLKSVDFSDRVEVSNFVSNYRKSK
RTF Ca sens act: cardiac RTF calcium sensitization | P19429+P45379 | IANBD-labeled TnC RTF fluorescence at EC20 calcium; 0% EC20 calcium, 100% full calcium | activation, % at 7.2 µM | 0.24% of 340,000 active | AID 493008;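 active = activation above the mean over all tested compounds plus 3 SD, cut at about 30% in these data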;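 also: rise in fluorescence read as greater calcium sensitivity of cardiac thin filaments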
NSD2 HMT inh: inhibitors of human histone methyltransferase NSD2 | 0.54% of 310,000 active | inhibition, % at 12.5 µM | NSD2 peptide methylation, AlphaScreen, 120 min; in the data active = inhibition above about 50%
C-LANA FP: inhibitors of KSHV LANA C-terminal domain DNA binding; MBP-C-LANA/FAM-LBS DNA binding, fluorescence polarization; inhibition, % at 9 µM; 0.078% of 340,000 active; AID 504423;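 active = highest replicate inhibition at or above 60% at 9 µM, even if other replicates fall short; inactive = all replicates below 60% inhibition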;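 also: 0% = neutral control wells and 100% = 4 µM acridine orange control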
PvdQ acylase: blocks Pseudomonas aeruginosa PvdQ acylase activity | inhibition, % at 10 µM | purified PvdQ acylase, fluorescence plate reader | AID 488965 | 0.063% of 340,000 active; in the data active = inhibition above about 30%, passing the limit was not always enough;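 also: 0% = vehicle neutral wells and 100% = reference inhibitor wells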
PfHsp90 set2: reduces growth (ATP signal) of yeast expressing P. falciparum Hsp90; S. cerevisiae expressing PfHsp90, BacTiter-Glo ATP, 48 h; yeast lacking PDR1 and PDR3 efflux regulators; inhibition, % at 9.4 µM; 0.32% of 310,000 active;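 active = every replicate shows inhibition above about 80%, whatever the replicate mean, limit read from the data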;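 also: 0% = DMSO neutral controls and 100% = 20 µM radicicol positive controls; yeast relying on Plasmodium falciparum Hsp90 in place of its own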
dFosB act: activators of mouse delta FosB homodimer; P13346; purified delta FosB, TAMRA-CDK5 oligo fluorescence polarization; percent of positive-control signal above neutral wells; activation, % at 25 µM; 0.99% of 340,000 active;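 active = mean activation above about 17%, with every replicate also reaching it, limit read from the data, passing the limit was not always enough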;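 also: fluorescence polarization rise as delta FosB binds a TAMRA Cdk5 AP-1 oligo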
Keap1 Nrf2 FP: Keap1-Nrf2 (human) interaction inhibition; Keap1 Kelch-Nrf2 peptide fluorescence polarization, 1536-well; AID 504523; inhibition, % at 9.4 µM; Q14145; 0.15% of 340,000 active; in the data active = inhibition above about 12%;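 also: human Keap1 Kelch domain with fluorescein labeled Nrf2 9mer peptide probe; 0% = neutral control wells and 100% = peptide positive control; higher means more block of Keap1 binding to Nrf2 peptide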
Mot1-301 SUMO: SUMOylation pathway inhibition by Mot1-301 growth rescue. S. cerevisiae Mot1-301 growth rescue, ATP luminescence, 38.5C; percent above DMSO median, 100 means doubled. AID 2716. 1% of 320,000 active. growth rescue, % at 18.8 µM;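 active = every valid replicate shows activation above 250% relative to neutral control wells; inactive = the rest, any valid replicate at or below 250%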;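 also: OY570 slx delta 5 strain wells were the positive control but not used for scaling; some compounds called inactive have numbers as strong as hits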
An asterisk follows results filed as active; . = no result given.

nr | SMILES | PfHsp90 set2 | CDK5 inh | RTF Ca sens act | PvdQ acylase | Keap1 Nrf2 FP | C-LANA FP | Cardiac RTF inh | NSD2 HMT inh | Rtt109 HAT inh | Mot1-301 SUMO | dFosB act
1 | NC(=O)C[C@H](N)c1cn([C@@H](CC(N)=O)C(=O)N2CCNCC2)nn1 | 19 | -4.3 | -6 | -11 | -5 | -1.1 | 3 | . | -37 | -14 | 3
2 | COc1ccc2o/c(=N/NC(=O)c3cccs3)c(C(N)=O)cc2c1 | 6 | 2.7 | 5 | 9 | 2 | 12 | -7 | -3 | 12 | 37 | -8
3 | Cc1cccc(NC(=S)NCc2ccccc2Cl)c1C | -1 | 1.3 | -2 | 2 | 3 | 10 | 7 | . | -3 | 10 | 1
4 | Cc1c(Cl)cccc1NC(=S)N1CCCN(Cc2ccc(F)cc2)C1 | -9 | 0.4 | 2 | -1 | -4 | 0.9 | -6 | . | 33 | 12 | -4
5 | CCCCNC(=O)Nc1ccc(C2SCCS2)cc1 | 11 | 0.5 | . | -6 | -2 | 0.3 | . | 3 | -5 | -5 | -2
6 | O=C(CCNC(=O)c1ccccc1Cl)Nc1nc2ccc(F)cc2s1 | . | -0.2 | 2 | -26 | -5 | -0.7 | -20 | . | -5 | -1 | -12
7 | CN(C)CCNc1oc(COc2ccc(-c3ccccc3)cc2)nc1C#N | 2 | -2.4 | -2 | -11 | -7 | 0.1 | -5 | 3 | -6 | -4 | 7
8 | O=C(O)C1C2CCC(O2)C1C(=O)Nc1ccc(O)cc1 (configuration not stated) | 10 | -0.2 | 8 | -16 | -4 | 2.9 | -3 | -2 | 5 | -4 | 1
9 | O=C(NCCO)/C(=C/c1ccco1)NC(=O)c1ccco1 | 0 | -0.4 | 1 | -7 | 1 | 1.3 | -3 | -4 | -5 | 214 | -8
10 | COc1ccc(C(=O)Nc2cc(C)on2)c(OC)c1 | -14 | 0.5 | -5 | 12 | -3 | 0.2 | -3 | -1 | 18 | -22 | -5
11 | CCOC(=O)c1cncc(C#CCOC(=O)Nc2ccc(OC(F)(F)F)cc2)c1 | -19 | 1.0 | -6 | -5 | 3 | -2.8 | 1 | 17 | -4 | 24 | -3
12 | Cc1cc(=O)[nH]c(=O)n1Cc1ccccc1 | 8 | -0.6 | -3 | 8 | -4 | -0.2 | -1 | -3 | 25 | 5 | 1
13 | Cc1cccc(OCC(=O)Nc2ccc(S(=O)(=O)Nc3onc(C)c3C)cc2)c1C | -11 | 1.4 | -7 | -18 | 1 | 0.2 | 2 | . | 2 | -5 | -10
14 | COc1ccc(-c2csc(NC(C)c3nc4cc(Cl)c(N5CCCCC5)cc4n3CCOCCO)n2)cc1 (configuration not stated) | -7 | 1.4 | -7 | 8 | 3 | 2.1 | -10 | . | -2 | -6 | -4
15 | CCn1c2ccccc2c2cc(NC(=O)COC(=O)c3cc(Cl)c(N)cc3OC)ccc21 | -17 | 1.5 | 2 | -17 | -3 | 2.4 | 4 | 1 | 11 | 40 | 0
16 | CCOc1cc(CN2CCC(n3nccc3NC(=O)C3CC3)CC2)ccc1O | -5 | 2.7 | 3 | -10 | 6 | 1.7 | -14 | 1 | -4 | -4 | -2
17 | CCN(CC)C(CNC(=O)CSc1nnnn1-c1ccc(C)c(C)c1)c1ccco1 (configuration not stated) | . | 0.3 | -8 | 6 | -2 | -0.3 | 4 | 2 | -1 | -16 | -6
18 | Cc1ccc2oc(Nc3nc(C)c(C)c(C)n3)nc2c1 | 1 | 1.4 | -2 | -16 | -2 | -1.4 | 0 | . | -10 | -14 | 5
19 | COc1cc(NC(=O)CN2CC(c3ccccc3)CC2=O)cc(OC)c1 (configuration not stated) | . | 0.2 | 0 | -14 | 0 | 0.2 | -4 | . | -2 | 97 | -7
20 | COc1ccc(CNC(=O)COC(=O)c2cc3ccccc3cc2O)cc1OC | 9 | -0.3 | 1 | -8 | 1 | -2.2 | -2 | -2 | -4 | 152 | 0
21 | CCOc1ccc(CCNC(=O)c2ccc3nc(CC)c(CC)nc3c2)cc1 | -1 | -0.6 | -7 | 2 | -2 | 2.0 | -1 | -3 | 7 | 0 | -5
22 | CCOC(=O)CON1C(=O)C(=O)N(OCC(=O)OCC)[C@H]2CCCC[C@H]21 | 8 | -0.1 | 1 | -11 | -2 | 6.8 | 3 | -1 | -1 | 22 | 7
23 | O=C1[C@H]2[C@@H](c3ccc(Cl)cc3)N3C(=O)N(c4cccc(Cl)c4)C(=O)[C@@]3(Cc3ccccc3)[C@H]2C(=O)N1C1CCCCC1 | -28 | 0.1 | 2 | -5 | -1 | 2.6 | 7 | . | -2 | 12 | -8
24 | COc1ccc(CCN(C)C(=O)c2ccc(S(=O)(=O)NCc3ccco3)cc2)cc1OC | 13 | -0.9 | 6 | -1 | -3 | -1.7 | 0 | -6 | 3 | -6 | 1
25 | O=C(CCCn1c(SCC(=O)c2ccccc2)nc2ccccc2c1=O)NCC1CCCO1 (configuration not stated) | 1 | -3.1 | -2 | -10 | -2 | -1.0 | -4 | 0 | 4 | 38 | -14
26 | Cc1cc(C)nc(NC(=O)/C=C/c2cccs2)c1 | -12 | -0.2 | -1 | -9 | -1 | -0.7 | -5 | 1 | 0 | 8 | -6
27 | CCn1c(=O)cc(N2CCCCC2)[nH]c1=O | -9 | 0.2 | 1 | -9 | -1 | 0.2 | 0 | -2 | 11 | -18 | 2
28 | Cc1cc(NC(=O)NCc2ccccc2)c(=O)n(Cc2ccc(F)cc2)c1 | -4 | -0.5 | -4 | -1 | 3 | 0.0 | 2 | 0 | -4 | -21 | 3
29 | COc1ccc(-n2c(Cc3cccn3C)nnc2SCC(=O)Nc2ccccc2OC)cc1 | -1 | 0.5 | 5 | 8 | -6 | -2.3 | -8 | . | -1 | 7 | 3
30 | Cn1c(SCC(=O)Nc2ccc3nc(SCC(=O)N4CCCC4)sc3c2)nnc1-c1ccc(N)cc1 | -2 | 1.5 | -8 | 4 | -4 | -0.2 | 0 | . | -5 | . | -4
31 | Cc1ccc(C)c2[nH]c(=O)c(C(c3nnnn3CCc3ccccc3)N3CCOCC3)cc12 (configuration not stated) | -8 | -0.5 | -13 | 12 | -5 | -2.3 | 0 | 2 | 23 | -4 | -1
32 | CCOC(=O)CN(Cc1sccc1C)C(=O)Nc1ccc(OC)cc1OC | -16 | . | 0 | 18 | -1 | 1.2 | 0 | -2 | 3 | 7 | 6
33 | CCN(CC(=O)Nc1ccc(OC)cc1)CC(=O)N1CC(=O)Nc2ccccc21 | -3 | -1.0 | 3 | -17 | -1 | -0.3 | 7 | 5 | 2 | 3 | -7
34 | O=C(c1cnn(-c2ccccc2)c1-n1cccc1)N1CCN(C2CCCCC2)CC1 | 4 | -1.4 | 3 | -18 | 2 | 1.1 | 0 | . | -3 | 18 | 2
35 | CC(NC(=O)CN1c2cccc3cccc(c23)S1(=O)=O)c1ccc(S(N)(=O)=O)cc1 (configuration not stated) | . | -1.9 | -15 | 0 | 2 | 2.1 | 2 | 3 | -8 | 237 | -16
36 | Cc1ccc(NC2=C(Cl)C(=O)c3ccccc3C2=O)cc1 | 11 | 0.7 | 2 | -11 | -2 | -0.3 | 5 | 1 | 2 | -19 | -5
37 | O=C(NCCc1ccc(Cl)cc1)c1ccc2[nH]c(=O)c(=O)[nH]c2c1 | -11 | -0.3 | 3 | -9 | 0 | -1.7 | -4 | -1 | -9 | 13 | -12
38 | CCN1C(=O)C(CC(=O)NCCc2ccccc2)N(NC(=O)c2cccnc2)C1=S (configuration not stated) | . | -2.5 | -6 | -12 | -5 | -1.7 | 1 | -5 | -8 | -3 | -3
39 | Cc1cc(C(=O)Nc2ccccc2C(=O)O)oc1C | -19 | -0.3 | 4 | -7 | -3 | 0.4 | -7 | -3 | 2 | -2 | -10
40 | COCCN(C(=O)Nc1ccccc1OC)c1nc2ccccc2s1 | 7 | 0.4 | -5 | -2 | 1 | -2.6 | 4 | -2 | 2 | -6 | 6
41 | COc1ccc(CCN2CC(C(=O)NCC(c3ccccc3)N(C)C)CC2=O)cc1OC (configuration not stated) | 4 | 1.8 | -4 | 0 | -8 | 0.4 | 5 | 0 | 8 | 0 | -3
42 | COc1cc(Cl)c(C)cc1NC(=O)Cn1c(NCCO)nc2ccccc21 | -25 | 0.6 | 0 | -17 | 1 | 1.5 | -2 | 0 | -7 | -19 | -4
43 | Oc1ccc(-c2n[nH]c(=S)n2-c2ccc3c(c2)OCCO3)c(O)c1 | 2 | 5.6 | 0 | 0 | 3 | 1.1 | -5 | 3 | 9 | 8 | -10
44 | COc1ccc(NC(=O)c2ccc3c(=O)n(-c4ccc(OC)cc4OC)c(=S)[nH]c3c2)c(OC)c1 | 1 | -0.9 | -4 | -9 | 0 | 0.2 | 3 | 2 | -2 | -6 | 1
45 | NC(=O)C1(N2CCCCC2)CCN(S(=O)(=O)c2ccc(Cl)s2)CC1 | 4 | . | 0 | 2 | 0 | 0.5 | 1 | 1 | -1 | 17 | 0
46 | CC(Oc1ccc(Cl)cc1)C(=O)Nc1ncccn1 (configuration not stated) | -4 | -0.2 | 3 | -12 | -6 | 0.4 | -1 | -1 | -3 | -10 | 3
47 | CC(=O)Nc1ccc(S(=O)(=O)N2CCC(NC(C)=O)(c3cccc(F)c3)CC2)cc1 | -14 | -2.9 | 5 | -6 | -4 | 0.7 | 3 | -1 | 2 | -1 | -10
48 | Cc1cccc(OCc2ccc(C(=O)Nc3ccc(F)cc3)cc2)c1 | 9 | -0.4 | 8 | -3 | -2 | -1.1 | -3 | -1 | 4 | 8 | 0
49 | CCOc1ccc(OCCC(=O)N(CC)CC(=O)NCc2ccc(Cl)cc2)cc1 | -34 | 0.5 | -7 | -8 | -1 | 1.2 | -11 | -3 | 7 | 42 | -10
50 | CN(C(=O)COc1ncnc2sccc12)c1ccccc1 | . | -0.3 | 0 | -10 | -6 | -0.8 | -4 | -1 | 0 | . | 4
51 | N#CC1=C(N)OC2=C(C(=O)CCC2)C1c1cc2c(cc1Cl)OCO2 (configuration not stated) | 3 | -1.4 | -4 | 8 | 0 | -0.1 | 1 | 2 | 8 | -5 | -13
52 | Cc1cc(O)c(/C=N/Nc2ccccc2)c(=O)o1 | 9 | 0.2 | 6 | -8 | -7 | 0.1 | -5 | 0 | 1 | 85 | 0
53 | Cc1ccccc1C(=O)N(CC(=O)Nc1sc(C)c(C)c1C(N)=O)C1CCCC1 | -15 | -5.4 | 6 | -2 | -4 | 2.2 | -23 | 3 | 10 | -1 | -6
54 | CCOC(=O)c1ccc(NC(=O)COC(=O)Cc2csc(-c3ccccc3)n2)cc1 | 7 | 1.2 | 6 | -14 | 0 | -0.8 | 4 | -2 | 2 | 13 | -10
55 | Cc1cc(C(=O)N/N=C/c2ccc([N+](=O)[O-])o2)c(C)o1 | -11 | 0.5 | 2 | 8 | -6 | -1.5 | -3 | 13 | 23 | -12 | 0
